SENP8 block-1 = human SENP8 protease inhibitors, primary screen, biochemical, fluorescence, Nedd8 protein substrate, uHTS; AID 602440, 2012; inhibition, % at 20 µM; recombinant SENP8; Sentrin-specific protease 8 (Homo sapiens), Q96LD8; hit rate 0.64% among 360,000; in the data active = inhibition mostly above about 40%, no sharp cut-off; inactive = mostly below about 27%
Target sequence (Q96LD8 whole entry, looked up): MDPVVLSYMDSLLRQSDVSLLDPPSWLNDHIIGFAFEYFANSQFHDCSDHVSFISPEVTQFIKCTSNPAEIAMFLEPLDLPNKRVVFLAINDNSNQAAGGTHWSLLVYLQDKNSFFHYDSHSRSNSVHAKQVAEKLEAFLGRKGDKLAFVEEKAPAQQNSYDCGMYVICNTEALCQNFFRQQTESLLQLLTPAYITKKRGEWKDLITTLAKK
SENP1 inh = human SENP1 catalytic domain inhibitors, primary screen, biochemical, FRET, uHTS; Sentrin-specific protease 1 (Homo sapiens), Q9P0U3; recombinant SENP1 catalytic domain, CyPet-SUMO1-YPet FRET cleavage; inhibition, % at 10 µM; hit rate 0.21% among 360,000; AID 624204, 2012;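 active = inhibition at least 30% at 10 µM, raw YFP signal under a set limit, fluorescence ratio 0.5 to 1.5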;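 note: 0% = enzyme with DMSO and 100% = no enzyme wells; some results filed as inactive read as strong as hits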
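System: Recombinant human SENP1 catalytic domain, His6-tagged | Incubation: Enzyme reaction for 50 min at room temperature, dark | Medium: Tris pH 8 with BME, BSA, NP40 and catalase | Also added: 25 nM SUMO1 FRET substrate | Compound: 10 µM single point, 0.5% DMSO | Measured by: FRET fluorescence in CFP and YFP emission channels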
SENP6 inh = SENP6 protease inhibitors, primary screen, biochemical, luminescence, uHTS; Sentrin-specific protease 6 (Homo sapiens), Q9GZR1; Recombinant SENP6 catalytic domain, aminoluciferin luminescence; inhibition, % at 10 µM; hit rate 1.8% among 330,000;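 active = inhibition above about 50% at the single tested dose, limit read from the data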;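 note: plate controls were DMSO wells with enzyme for no effect and DMSO wells lacking enzyme for full effect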
Apaf-1 inh = inhibitors of human Apaf-1 apoptosome, primary screen, biochemical, DEVD-Rh110 fluorescence, uHTS; AID 489030, 2010; inhibition, % at 20 µM; Apoptotic protease-activating factor 1 (Homo sapiens), O14727; hit rate 0.71% among 330,000; reconstituted apoptosome caspase-3 activity; active = inhibition of at least 40% at 20 µM;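 note: plate controls were DMSO wells for no effect and DEVD-CHO caspase inhibitor wells for full effect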
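System – cell-free apoptosome with Apaf-1, procaspase-3 and caspase-9 · Buffer or medium – pH 7.5 Hepes buffer with CHAPS, BSA, DTT · Also added – cytochrome c with DEVD-Rh110 · Times – 30 min compound preincubation, 50 min activation, room temperature · Technique – Rh110 fluorescence intensity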
SENP7 inh = SENP7 protease inhibitors, primary screen, biochemical, luminescence, uHTS; Sentrin-specific protease 7 (Homo sapiens), Q9BQF6; recombinant SENP7, Z-RLRGG-aminoluciferin luminescence, 40 min; inhibition, % at 5 µM; hit rate 1.5% among 330,000; AID 434973, 2010;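 active = inhibition above about 50% at the single test dose, limit read from the data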;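 note: plate controls were DMSO with enzyme for no effect and no enzyme buffer wells for full effect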
NLRP3 yeast inh = NALP3 inflammasome inhibitors in reconstituted yeast, primary screen, luminescence, uHTS | Yeast reconstituted NLRP3/ASC/caspase-1, beta-gal luminescence, 24 h | inhibition, % at 10 µM | hit rate 0.39% among 330,000 | AID 2825, 2010;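 active = inhibition of 50% or more; inactive = inhibition below 50%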;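 note: plate controls were induced DMSO wells for no effect and uninduced yeast grown without galactose for full effect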
SENP8 block-2 = SENP8 protease inhibitors, primary screen, biochemical, luminescence | Sentrin-specific protease 8 (Homo sapiens), Q96LD8 | purified SENP8, Z-RLRGG-aminoluciferin cleavage | inhibition, % at 10 µM | hit rate 1.2% among 330,000 | AID 2540, 2010; in the data active = inhibition above about 50%
HKDC1 inh = HKDC1 hexokinase inhibitors, primary screen, biochemical, fluorescence, uHTS. AID 493160, 2011. inhibition, % at 20 µM. recombinant HKDC1, G6PDH/diaphorase resazurin coupled fluorescence. hit rate 0.16% among 340,000;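 active = inhibition above about 35% when tested at 20 µM, limit read from the data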;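 note: plate controls were DMSO wells with enzyme for no effect and DMSO wells lacking enzyme for full effect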
Target sequence (Q2TB90 whole entry, looked up): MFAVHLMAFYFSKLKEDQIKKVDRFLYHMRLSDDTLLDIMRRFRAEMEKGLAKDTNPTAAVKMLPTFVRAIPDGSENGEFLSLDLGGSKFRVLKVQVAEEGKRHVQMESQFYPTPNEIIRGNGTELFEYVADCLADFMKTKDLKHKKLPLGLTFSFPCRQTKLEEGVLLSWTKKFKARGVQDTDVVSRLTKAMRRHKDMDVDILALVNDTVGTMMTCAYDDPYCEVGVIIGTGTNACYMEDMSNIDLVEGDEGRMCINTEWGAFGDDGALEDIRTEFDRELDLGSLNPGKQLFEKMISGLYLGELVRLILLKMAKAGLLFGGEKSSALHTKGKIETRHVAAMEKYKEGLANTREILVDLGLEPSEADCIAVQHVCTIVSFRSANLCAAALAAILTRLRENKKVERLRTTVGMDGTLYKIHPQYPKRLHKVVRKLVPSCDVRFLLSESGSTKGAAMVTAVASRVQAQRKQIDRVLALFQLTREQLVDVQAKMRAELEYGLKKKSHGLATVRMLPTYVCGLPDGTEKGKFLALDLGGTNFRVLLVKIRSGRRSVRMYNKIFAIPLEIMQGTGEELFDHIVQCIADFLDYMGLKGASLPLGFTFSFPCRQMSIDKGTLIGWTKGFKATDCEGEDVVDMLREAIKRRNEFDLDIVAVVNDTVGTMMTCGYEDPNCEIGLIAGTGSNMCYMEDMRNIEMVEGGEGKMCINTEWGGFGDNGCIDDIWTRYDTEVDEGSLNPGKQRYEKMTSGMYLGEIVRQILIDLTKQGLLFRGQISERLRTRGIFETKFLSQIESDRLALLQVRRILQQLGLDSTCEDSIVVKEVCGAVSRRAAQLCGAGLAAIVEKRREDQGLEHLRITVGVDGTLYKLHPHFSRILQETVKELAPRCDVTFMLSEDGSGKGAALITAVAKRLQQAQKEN
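Material – in-house recombinant HK5 (HKDC1) enzyme · Quantity – HKDC1 at 5 µg/mL · Buffer or medium – pH 8.0 Tris buffer with 10 mM MgCl2 · Reagent – glucose with 1 mM ATP · Dosing – single 20 µM dose · Times – reaction time 90 min, room temperature, protected from light · Technique – resorufin fluorescence at 613 nm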
PfG6PD inh = PfG6PD enzyme inhibitors, primary screen, biochemical, fluorescence intensity, uHTS; glucose-6-phosphate dehydrogenase-6-phosphogluconolactonase (Plasmodium falciparum 3D7); PfGluPho enzyme, NADPH resazurin-diaphorase fluorescence; inhibition, % at 20 µM; hit rate 0.78% among 350,000; AID 504690, 2011;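 active = inhibition reaching at least a set limit at 20 µM in the primary screen, cut at about 59% in these data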;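 note: 0% = DMSO wells with substrate and 100% = DMSO wells lacking glucose-6-phosphate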
Active calls of the source: *; i = inactive; . = no result given. Not a hit list. Share with any hit: about 4.1%.

SMILES	SENP8 block-1	SENP1 inh	SENP6 inh	Apaf-1 inh	SENP7 inh	NLRP3 yeast inh	SENP8 block-2	HKDC1 inh	PfG6PD inh
CC1(C)CC2CC(C)(CN2C(=O)COC(=O)c2cc(Cl)cc(Cl)c2N)C1 (stereo not given)	-288	0	-1	15	3	5	-3	-2	7
COc1ccc(N2C(=O)C(F)(F)C2c2ccc(C)cc2)cc1OC (stereo not given)	13	3	15	9	7	16	1	4	-31
C=C1/C(=C\C=C2/CCC[C@]3(C)[C@@H]([C@H](C)/C=C/[C@@H](O)C4CC4)CC[C@@H]23)C[C@@H](O)C[C@@H]1O	.	.	-8	26	-7	48	-13	.	.
COc1ccc(NC(=O)C2CCN(C(=O)c3ccc(OC)cc3)CC2)cc1	26	-1	-8	2	0	6	-6	0	-8
NC(Cc1ccc(Oc2ccc(O)cc2)cc1)C(=O)O (stereo not given)	.	.	0	-8	1	21	1	.	.
S=C1Cc2ccccc2C(c2ccc(Cl)cc2)N1 (stereo not given)	-24	-33	-12	6	-8	16	0	-3	11
COCCn1c(SCCCc2ccccc2)nc2c1c(=O)[nH]c(=O)n2C	20	0	-14	14	-3	0	-12	1	4
CC(C)c1ccc(C(=O)NCCCN(C)C)cc1	16	3	-18	-3	-8	10	-9	-8	-18
N#C/C(=C\c1ccc(O)cc1)C(=O)N1CCCC1	6	-10	12	-5	1	11	-6	-5	-4
COC(=O)c1ccccc1NC(=O)CSc1nnc(C(CO)NC(=O)c2ccccc2)n1C (stereo not given)	14	1	-4	-7	1	6	4	-3	0
CC1=C(C(=O)OCc2ccccc2)C(c2ccc(-c3ccccc3)cc2)NC(=O)N1CCCCCC(=O)O (stereo not given)	14	1	-13	21	6	12	-2	3	-1
CCOc1ccccc1NC(=O)CSc1nnc(-c2ccccn2)n1Cc1ccco1	3	0	9	2	8	8	-3	0	4
CC12CC3CC(C)(C1)CC(C(=O)N1CCN(C(=O)c4ccco4)CC1)(C3)C2	2	1	9	14	-1	12	0	-2	5
Cc1ccc(C)c(N2CCN(C(=O)CCc3nc(-c4ccc(F)cc4)no3)CC2)c1	-5	-1	.	17	4	.	.	-4	-2
CC#CC[N+](C)(C)CCCCCCCCCC	17	2	3	1	4	16	3	-2	-15
COc1ccc(-n2nc(C(=O)NCC(=O)NC(C)C)c3ccccc3c2=O)cc1OC	-1	1	4	5	-9	5	-5	0	-5
CC(NC(=O)COC(=O)c1ccc(S(=O)(=O)N2CCOCC2)cc1)c1ccccc1 (stereo not given)	16	2	-2	-1	7	-7	12	-3	-8
CCOc1ccccc1CN1C(=O)C2(OCCO2)c2ccccc21	2	-1	0	-7	-8	9	-13	-1	5
CN(CCC#N)C(=O)COC(=O)c1ccc(Cl)c(S(N)(=O)=O)c1	16	2	-4	7	-7	0	-7	13	6
O=C1C=C(c2ccc(F)nc2)CCC1	17	1	5	-21	4	9	-9	1	-3
CC(=O)Nc1ccc(NC(=O)C(C)Oc2ccccc2C(=O)NCc2ccccc2)cc1 (stereo not given)	1	-1	1	2	0	21	-2	-1	-4
C(=N\n1cnc2ccccc21)/c1cccnc1	18	3	9	1	-3	30	-12	-3	-7
Cc1noc(NS(=O)(=O)c2ccc(NC(=O)C(C)C)cc2)c1C	14	1	-6	8	2	21	2	2	-30
CCC(=Cc1ccccc1O)c1ccncc1	-17	3	.	.	.	.	.	0	-2
Cc1cc(-c2nnco2)c(C)n1-c1ccccc1	15	0	2	1	-3	-7	-3	-4	2
CC(C)CN(C#N)c1nc(N2CCOCC2)nc(N2CCOCC2)n1	9	1	-6	9	-3	0	3	1	-19
O=C(COC(=O)Cc1ccsc1)Nc1ccc(Cl)cn1	14	4	-15	12	-5	5	-13	-7	-12
CCOC(=O)c1c(NC(=O)CSc2ncn[nH]2)sc(C(=O)N(C)C)c1C	3	-2	-14	5	0	13	-9	-5	1
COc1ccc(CC(NC(C)=O)C(=O)NC2CCN(C(=O)c3ccc([N+](=O)[O-])cc3)CC2)cc1OC (stereo not given)	15	1	2	-3	0	-2	1	-2	5
CCCCOc1ccc(NC(=O)c2cc(F)c(F)cc2Cl)cc1	11	2	-1	-7	1	10	-2	8	-8
CN(CCN1CCc2ccccc2C1)Cc1nc(-c2ccc3c(c2)OCO3)no1	5	-3	-5	2	5	3	4	0	1
O=C(CCCC(=O)N(c1ccc2c(c1)OCCO2)C(C(=O)NC1CCCCC1)c1ccc(Cl)cc1)Nc1ccccn1 (stereo not given)	8	1	4	3	-4	2	5	-4	-2
COc1ccc(NC(=O)C2CCC(CNS(=O)(=O)c3csc(C(N)=O)c3)CC2)cc1OC (stereo not given)	6	1	-19	7	-13	13	-4	2	-5
Cc1ccc(-n2nc3c(=O)n(CC(=O)NCc4ccc(C)o4)nc(C)c3c2C)cc1	10	0	-9	5	9	6	1	1	-4
O=[N+]([O-])c1cccc(S(=O)(=O)Nc2ccc(S(=O)(=O)Nc3nccs3)cc2)c1	2	2	-2	-6	-1	19	-5	-7	-8
CC(C)C(=O)Nc1ccc(-c2ccc3nncn3n2)cc1	-448	-2	-1	-7	3	13	-1	-6	4
O=C(CCC1N=C2c3ccccc3N=C(SCc3cccc(Cl)c3)N2C1=O)NCc1ccco1 (stereo not given)	-273	1	-20	22	-1	8	5	2	18
O=C(CN1CCN(Cc2ccccc2Cl)C1=O)N1CCCCCC1	28	2	15	2	3	12	1	-1	-1
COCCN(C(=O)CCCc1nc2ccccc2s1)c1c(N)n(CC(C)C)c(=O)[nH]c1=O	-61	-44	-11	-4	-4	-1	-5	6	28
CCN(CC)c1ccc(-c2nc3cnccc3n2C)cc1	i	-6	-7	14	-10	33	-15	2	13
COc1ccc(C(=O)OCC(=O)N2CCCCC2)cc1[N+](=O)[O-]	2	2	14	-18	5	2	6	-9	5
NC(=O)CSc1nnc(Cn2c(=O)sc3ccccc32)n1-c1ccccc1	2	1	-6	-8	-4	9	-7	-9	-5
CC(=O)Nc1cccc(C(=O)OCC(=O)c2ccccc2Cl)c1	13	2	-3	6	61*	-5	47	-3	19
O=S(=O)(NCc1ccc(F)cc1)c1ccccc1Br	2	2	3	4	2	33	1	-4	14
CC(C)(CO)CN1CCC(n2nccc2NC(=O)C2CCCC2)CC1	-2	3	3	-20	0	12	-7	-3	-7
COC(=O)C1(O)CC(C(C)C)=NN1C(=O)c1ccc(Cl)cc1 (stereo not given)	8	-2	13	5	-2	2	-1	-5	0
O=C(NC1CCCCC1)C1CCCN(S(=O)(=O)c2ccc(Br)s2)C1 (stereo not given)	0	0	-5	10	-6	2	-9	-7	-1
CC(=O)Nc1ccc(-n2cc(-c3ccccc3)[nH]c2=S)cc1	2	3	-21	10	-2	26	-17	-5	52
COc1ccc(C)cc1NC(=O)CSc1nnc(-c2cc3cccc(OC)c3o2)n1N	-4	-1	-4	-3	10	6	-5	2	-21
COc1cc(OC)c2ccc(=O)oc2c1C(CC(=O)N1CCOCC1)c1ccc(N(C)C)cc1 (stereo not given)	-37	1	-21	0	-2	10	-8	-7	-3
O=C(N/N=C/c1ccc(-c2ccc([N+](=O)[O-])cc2)o1)c1cccnc1	-61	-34	-6	-17	2	19	-3	-2	8
Cc1nc2ccc(NS(=O)(=O)c3ccccc3F)cc2s1	-13	55*	1	-2	10	11	1	-3	-12
CCN(CC)S(=O)(=O)c1ccc(OC)c(NC(=O)c2cc(=O)[nH]c3ccccc23)c1	-7	4	-14	4	3	3	-2	7	-25
COc1cccc(OCc2cc(C(=O)NCCN3CCCCC3CO)no2)c1 (stereo not given)	1	-10	-24	1	10	13	-4	-2	-10
CN1CCN(CC(=O)O)CC1	5	1	-17	-8	-2	8	-4	-10	-7
CCOC(=O)C1CCCN(c2nc3ccccc3nc2NS(=O)(=O)c2ccc(C)cc2)C1 (stereo not given)	i	-9	-4	8	6	21	3	2	-11
O=[N+]([O-])c1ccc(C=NN2CCCCCC2)cc1	24	-7	.	.	.	.	.	-5	6
Cc1c(-c2ccccc2)n[nH]c1C(=O)N=Nc1c(O)[nH]c2ccccc12	33	1	-9	-7	85*	0	22	-2	89*
O=C(N/N=C/c1ccccn1)c1cc(C2CC2)[nH]n1	-3	-22	8	5	-5	11	-1	-14	-13
O=C(O)/C=C/C(=O)NCCc1ccccc1	8	2	-5	2	8	13	1	-15	-9

3 compounds out of the list above, sorted by the value under PfG6PD inh, ascending:
compound,PfG6PD inh
CCN(CC)S(=O)(=O)c1ccc(OC)c(NC(=O)c2cc(=O)[nH]c3ccccc23)c1,-25
Cc1nc2ccc(NS(=O)(=O)c3ccccc3F)cc2s1,-12
COc1cc(OC)c2ccc(=O)oc2c1C(CC(=O)N1CCOCC1)c1ccc(N(C)C)cc1 (stereo not given),-3

Next structures follow.
SMILES	SENP8 block-1	SENP1 inh	SENP6 inh	Apaf-1 inh	SENP7 inh	NLRP3 yeast inh	SENP8 block-2	HKDC1 inh	PfG6PD inh
COC(=O)c1cc(Nc2cc(C)c3c(O)cccc3n2)cc(C(=O)OC)c1	-45	-2	-4	18	-5	-3	-5	2	2
COC(=O)c1c(NC(=O)c2ccccc2)sc(C(N)=O)c1C	-281	-3	-9	-8	-6	13	4	-2	-6
COc1ccc(S(=O)(=O)N2CCc3ccccc32)cc1C(=O)OCc1nnc(-c2ccccc2)o1	12	3	-7	5	10	11	4	1	11
COc1cccc(CNC(=O)c2csc3c2CCCC3)c1	8	0	11	-3	0	23	-2	1	-21
Cc1c(CCC(=O)NCC(=O)NCC(=O)O)c(=O)oc2cc3oc4c(c3cc12)CCCC4	-310	-25	7	4	-11	4	-10	8	-2
COc1ccc(CCNC(=O)COC(=O)c2cc(OC)c(OC)cc2OC)cc1OC	7	2	-1	-13	1	2	-7	-7	28
CCSc1ccc(C(=O)Nc2cccc(C)n2)cc1[N+](=O)[O-]	29	3	5	-13	2	22	-1	9	-11
COc1ccc(C=CC(=O)c2cc(O)ccc2O)cc1	-8	5	.	.	.	.	.	9	11
CCOc1ccc(OCC)c(NC(=O)c2nnn(CC(=O)Nc3cc(C)cc(C)c3)c2N)c1	-2	0	-9	-9	-3	26	-4	-5	1
CCOC(=O)C1(Cc2cccc(F)c2)CCN(Cc2cnn(CC)c2)CC1	-26	2	-28	-3	5	27	8	7	-18
CCc1ccc(NC(=O)C/C(C)=N/NC(=O)COc2ccc(C)cc2Br)cc1	0	-1	-8	13	8	16	-7	5	13
